CHO parental Ca – counter-screen for OX1R antagonists: effect in parental CHO cells; parental CHO-K1, ATP-induced calcium, Fluo-8 fluorescence; inhibition, % at 5.6 µM; 330,000 compounds, 0.63% hits; AID 463079;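 active means inhibition above that plate's mean sample inhibition plus 3 SD, cut at about 26% in these data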;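 further: 0% = ATP-challenged DMSO wells and 100% = DMSO wells without ATP; some compounds past the cut are filed as inactive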
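Material: Parental CHO cells | Reagent: ATP | Compound dosing: Single nominal dose of 5.6 µM per compound | Detection: Intracellular calcium via Fluo-8 no-wash fluorescent dye | Read-out: % inhibition of ATP-induced calcium mobilization | Benchmarks: Low control ATP plus DMSO, high control DMSO only | Replicates: Singlicate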
CHO-K1 Ca PAM – counter-screen for M1 PAMs: effect in parental CHO-K1 cells. ATP EC20, Fluo-8 calcium fluorescence; 0% at ATP EC20, 100% at ATP max. activation, % at 3 µM. 360,000 compounds, 0.02% hits;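 active means activation above the run cutoff, the mean activation of all test compounds plus 3 SD, cut at about 40% in these data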;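 further: peak over basal fluorescence ratio in a 140 s read after ATP addition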
CHRM1 agonist – human M1 muscarinic receptor agonism; AID 588814; 360,000 compounds, 0.33% hits; activation, % at 3 µM; CHO-K1 hM1, Fluo-8 calcium fluorescence, agonist mode; 0% DMSO, 100% acetylcholine EC100; P11229;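 active means activation above the run's mean compound activation plus 3 SD, cut at about 16% in these data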;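 further: peak over basal fluorescence ratio within a 140 s kinetic read after compound addition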
Target sequence (P11229 whole entry, looked up): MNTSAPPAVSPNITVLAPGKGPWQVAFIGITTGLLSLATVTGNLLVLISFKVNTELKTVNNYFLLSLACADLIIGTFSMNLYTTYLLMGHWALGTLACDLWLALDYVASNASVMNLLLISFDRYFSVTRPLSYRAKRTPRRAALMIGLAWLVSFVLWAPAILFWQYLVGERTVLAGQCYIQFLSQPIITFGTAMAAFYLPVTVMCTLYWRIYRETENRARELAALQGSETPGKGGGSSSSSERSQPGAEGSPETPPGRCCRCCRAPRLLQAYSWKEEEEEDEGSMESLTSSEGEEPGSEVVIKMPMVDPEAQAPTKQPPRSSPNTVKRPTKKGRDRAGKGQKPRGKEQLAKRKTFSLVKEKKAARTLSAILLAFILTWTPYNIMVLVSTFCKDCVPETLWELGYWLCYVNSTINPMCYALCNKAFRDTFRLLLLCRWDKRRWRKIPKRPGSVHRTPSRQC
M1 antag – human CHRM1 antagonism; 360,000 compounds, 1.3% hits; CHO-K1 hM1, Fluo-8 calcium fluorescence, ACh EC80 antagonist; inhibition, % at 3 µM;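 active means percent inhibition above its own plate's cutoff, namely the mean of that plate's compound wells plus 3 SD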;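 further: peak over basal fluorescence ratio during 140 s after agonist addition; 0% = ACh EC80 plus DMSO and 100% = DMSO alone without agonist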
TAAR1 antagonist – human TAAR1 antagonism; CHO RD-HGA16 TAAR1, Fluo-8 calcium fluorescence, antagonist; inhibition, % at 3 µM; 360,000 compounds, 1.5% hits; AID 624466;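 active means inhibition above a per-plate cutoff, the mean inhibition of test compounds on that plate plus 3 SD, cut at about 49% in these data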;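 further: 0% = DMSO plus EC80 beta-PEA response and 100% = DMSO alone without agonist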
Target sequence (Q96RJ0 whole entry, looked up): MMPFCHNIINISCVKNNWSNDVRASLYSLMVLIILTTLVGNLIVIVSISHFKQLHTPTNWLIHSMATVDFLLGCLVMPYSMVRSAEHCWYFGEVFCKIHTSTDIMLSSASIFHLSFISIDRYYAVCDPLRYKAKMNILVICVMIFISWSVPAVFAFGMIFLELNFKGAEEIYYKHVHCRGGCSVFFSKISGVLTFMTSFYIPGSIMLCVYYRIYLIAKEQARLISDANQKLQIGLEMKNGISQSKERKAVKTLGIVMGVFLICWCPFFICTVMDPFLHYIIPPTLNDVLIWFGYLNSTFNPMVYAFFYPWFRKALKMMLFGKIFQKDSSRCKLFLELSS
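Material: RD-HGA16 CHO cells with stable hTAAR1 and Gα16; Dosing: single nominal final test compound concentration of 3 µM; Schedule: seeding 17-24 h prior, 75-min 37 °C, 30-min RT dye loading; Detection: kinetic Fluo-8 calcium fluorescence measurement; Measure: % inhibition from peak post-agonist over basal fluorescence ratio; Benchmarks: vehicle and agonist controls.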
M1 PAM – human CHRM1 positive allosteric modulation. P11229. CHO-K1 hM1, Fluo-8 calcium fluorescence, ACh EC20; 0% = ACh EC20, 100% = maximal ACh. activation, % at 3 µM. 360,000 compounds, 0.088% hits. AID 588819; in the data active means activation above about 19%, passing the limit was not always enough
TAAR1 agonist – human TAAR1 agonism | AID 624467 | activation, % at 3 µM | CHO RD-HGA16 TAAR1, Fluo-8 calcium fluorescence; vehicle wells 0%, saturating PEA agonist 100% | 360,000 compounds, 0.99% hits;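 active means activation above the mean activation of all test compounds in the run plus 3 SD, cut at about 38% in these data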
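System: CHO-derived RD-HGA16 cells with stable Gα16 and human TAAR1 / Times: 17-24 h plating, Fluo-8 75 min 37 °C, 30 min RT / Technique: calcium-sensitive Fluo-8 signal, excitation 470-495, emission 515-575 nm / Measure: % activation relative to PEA EC100 response / Benchmarks: DMSO and PEA EC100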
CHO-K1 Ca antag – nonselective inhibitor or artifact in parental CHO-K1 cells. ATP-induced calcium, Fluo-8 fluorescence. inhibition, % at 3 µM. 360,000 compounds, 0.6% hits. AID 602250;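 active means inhibition above a per-plate cutoff, the plate's mean sample inhibition plus 3 SD, cut at about 24% in these data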;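 further: 0% = DMSO plus EC80 ATP and 100% = DMSO alone without ATP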
M1 ag parental – nonselective activator or artifact in parental CHO-K1 cells | Fluo-8 calcium fluorescence; scaled to maximal ATP response, vehicle zero | activation, % at 3 µM | 360,000 compounds, 0.48% hits | AID 602248; in the data active means activation above about 15%;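 further: untransfected CHO-K1 host cells lacking M1 receptor as counterscreen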
An asterisk follows results filed as active; · = not tested or not shown.

SMILES	CHO parental Ca	CHO-K1 Ca PAM	CHRM1 agonist	M1 antag	TAAR1 antagonist	M1 PAM	TAAR1 agonist	CHO-K1 Ca antag	M1 ag parental
O=C(Nc1ccc2c(c1)C(=O)c1ccccc1-2)c1ccccc1	·	7	-1	-21	14	4	0	-13	-0.1
CCn1cc(C2=NOC(C(=O)O)C2)c(C)n1 (stereo unspecified)	-7	-2	-5	-7	7	6	5	-5	0.5
c1ccc(CCNc2nc(-c3ccccn3)cs2)cc1	-17	12	-9	-7	4	10	1	-1	0.5
O=C(COc1ccc(/C=N/NC(=O)c2cc3ccccc3o2)cc1Br)Nc1ccccc1	-1	20	-6	-10	-3	8	6	-4	2.0
CN(c1ccccc1)S(=O)(=O)c1ccc(Cl)c(C(=O)OCC(N)=O)c1	0	-3	-7	-11	0	13	4	5	0.7
Cc1nc(CS(=O)(=O)c2ccccn2)sc1C(=O)NNC(=O)c1ccc(Cl)cc1	-12	16	-3	-3	-30	1	1	-15	0.6
CC(OC(=O)/C=C/c1ccccc1)C(=O)Nc1ccc(C(N)=O)cc1 (stereo unspecified)	-9	2	1	-5	17	4	-1	-2	0.5
Cc1ccc(S(=O)(=O)c2nc(-c3ccco3)oc2SCC(=O)NCC2CCCO2)cc1 (stereo unspecified)	-8	6	-5	-2	5	3	8	-2	0.4
CN(C)CC/C=C1\c2cc(Cl)ccc2Sc2cc(F)c(F)cc21	-11	15	-5	100*	5	-27	17	-2	2.5
Cc1ccc(C)c(S(=O)(=O)NCC(=O)Nc2ccc3c(c2)OCO3)c1	·	16	-1	-14	-25	12	6	-13	4.3

Of the compounds above, these have a furan ring, fused or not.
SMILES	CHO parental Ca	CHO-K1 Ca PAM	CHRM1 agonist	M1 antag	TAAR1 antagonist	M1 PAM	TAAR1 agonist	CHO-K1 Ca antag	M1 ag parental
O=C(COc1ccc(/C=N/NC(=O)c2cc3ccccc3o2)cc1Br)Nc1ccccc1	-1	20	-6	-10	-3	8	6	-4	2.0
Cc1ccc(S(=O)(=O)c2nc(-c3ccco3)oc2SCC(=O)NCC2CCCO2)cc1 (stereo unspecified)	-8	6	-5	-2	5	3	8	-2	0.4

(listing goes on)
SMILES	CHO parental Ca	CHO-K1 Ca PAM	CHRM1 agonist	M1 antag	TAAR1 antagonist	M1 PAM	TAAR1 agonist	CHO-K1 Ca antag	M1 ag parental
Cc1cc(C)cc(N(C(=O)c2ccc(Br)o2)C2C=CS(=O)(=O)C2)c1 (stereo unspecified)	-12	22	-7	-9	-15	14	0	-4	7.1
CSc1nc(O)c(C2OC(=O)c3ccccc32)c(=O)[nH]1 (stereo unspecified)	5	1	0	-2	7	3	11	6	-0.6
CN1CCN(C(=O)c2ccccc2N(Cc2ccccc2)S(=O)(=O)c2ccccc2)CC1	-27	-7	28*	3	0	-7	4	-8	0.7
COc1ccccc1N1CCN(S(=O)(=O)c2ccc(Br)s2)CC1	-11	15	0	-6	14	2	6	-2	1.3
Cn1c(NCCc2ccncc2)nc2cc(-c3cccc(C(F)(F)F)c3)sc2c1=O	·	13	-4	-8	6	1	1	-13	0.3
O=C(Cc1ccccc1)Nc1ccc(S(=O)(=O)N2CCCC2)cc1	·	0	-3	3	9	-5	0	0	1.2
O=C(CNC(=O)c1ccc(Cl)cc1)NNC(=O)c1ccc(Br)cc1	-16	8	-2	-13	-6	5	0	-4	-0.4
COc1ccc(CN(C)C(=O)c2sccc2-c2ccccc2)c(OC)c1	1	11	-3	-1	2	-3	1	-5	2.4
O=C(O)C1CC(=O)N(c2ccc(OCc3ccccc3)cc2)C1 (stereo unspecified)	-14	14	-3	-5	-7	3	8	0	0.4
COc1ccc(NC(=O)CN(C2CCCCC2)S(C)(=O)=O)cc1OC	-14	15	-3	4	6	0	6	-4	0.2
Cc1ccc(S(=O)(=O)/N=C(/Nc2ccc(O)c(C(=O)O)c2)c2ccccc2)cc1	-4	-17	-3	8	-7	-1	7	14	0.0
CCOc1ccccc1NC(=O)CN(C)S(=O)(=O)c1cnc[nH]1	-4	-8	-2	7	18	-1	2	-2	-0.6
CCC(c1nnnn1C(C)(C)CC)N1CCN(c2ccccc2F)CC1 (stereo unspecified)	-16	20	-5	-10	-4	6	3	-6	0.5
Cc1oc2cc(O)ccc2c(=O)c1-c1nncn1-c1ccccc1	9	10	-7	-1	6	5	5	-5	0.9
C=CCSc1nnc(Cc2c(C)[nH]c3ccccc23)o1	-5	23	-3	-10	19	10	-1	-10	1.6
COc1ccccc1CNC(=O)Nc1nc(C(N)C(C)C)cs1 (stereo unspecified)	·	0	-2	-10	2	12	2	-2	-0.4
CN(C)c1ccc(/C=N/NC(=O)C2COc3ccccc3O2)o1 (stereo unspecified)	8	19	-5	1	-14	1	5	0	0.9
CCC1(CC)NC(=O)N(CC(=O)N2CCN(S(=O)(=O)c3cccc(F)c3)CC2)C1=O	7	0	-4	-15	-16	12	1	-1	1.1
N#Cc1cn(Cc2cccc(Cl)c2)c2ccccc12	-23	-12	-5	8	7	-9	10	11	-0.3
COc1ccc(F)cc1-c1cc(C(=O)NCc2cccc(C(F)(F)F)c2)[nH]n1	·	-13	-6	-1	3	-7	4	4	-0.1
COc1ccc(NC(=O)c2cc(-c3ccccn3)nc3c(C)cc(C)cc23)c(C)c1	-13	7	-4	-5	6	0	1	3	0.1
CCC(=O)Nc1ccc(NC(=S)NC(=O)/C=C/c2ccccc2)cc1	-14	2	-2	4	-6	-3	2	3	1.2
O=C1CCc2cc(S(=O)(=O)Nc3cccc(F)c3)cc3c2N1CC3	-10	5	-1	2	-11	-3	1	0	1.5
CC1CCC2(CC1)NC(=O)N(CC(=O)c1ccc(CNC(=O)C(C)(C)C)s1)C2=O (stereo unspecified)	-17	16	-5	-12	-8	8	-3	-20	0.6
COC(=O)c1c(-c2ccccc2)csc1NC(=O)c1c(-c2ccccc2)noc1C	-39	11	-5	26	45	-10	0	-4	0.8
CCOC(=S)SCc1cn2ccccc2n1	2	25	-10	-7	6	7	9	-6	0.7
Cc1nnc(SCC(=O)Nc2sccc2C(N)=O)n1Cc1ccccc1	4	5	-6	-4	8	4	3	-21	-0.1
CCn1c(SCc2ccc(C)cc2)nnc1-c1nn(-c2ccccc2)ccc1=O	-5	0	-1	7	-15	-7	12	4	0.6
CCOC(=O)C1CCCN(C(=O)c2c(-c3ccccc3)noc2C)CC1 (stereo unspecified)	·	-1	1	-21	4	6	1	5	0.6
COc1ccc(OC)c(NC(=O)COC(=O)Cn2nnc(-c3ccccc3)n2)c1	2	10	-2	0	5	5	1	-19	0.3
Fc1ccc(Nc2ccc3ccccc3n2)c(F)c1	-11	-2	-14	-3	2	-1	-2	-14	-0.6
O=C(Cc1n[nH]c(=O)[nH]c1=O)N/N=C/c1cccc(O)c1	1	-2	-3	-8	-11	3	60*	-1	0.3
Cc1cc([N+](=O)[O-])ccc1NC(=O)CN1CCN(Cc2ccccc2)CC1	-16	2	-4	4	-22	8	1	11	1.3
O=[N+]([O-])c1ccc(Cl)c(S(=O)(=O)NC2=NCCC2)c1	·	-6	1	-9	0	9	4	8	0.9
CCC(C)N(C)C1CCN(C(=S)Nc2cccc(OC)c2)CC1 (stereo unspecified)	8	0	-3	-9	-11	5	1	-5	0.2
Cc1ccc(S(=O)(=O)N2CCN(C(=O)N3CCCCC3)CC2)c(C)c1	·	19	-1	-14	-7	4	1	-8	2.0
O=C(CCNC(=O)c1ccco1)Nc1ccc(C(F)(F)F)cc1	-8	9	-4	-10	10	8	-1	-12	2.6
Cc1cc2nc(C(C)(C)C)c(Cc3cccc(Cl)c3)n2c(C)c1Br	·	18	·	·	-28	·	1	-14	0.2

An excerpt from above in order of SMILES length, low to high:
SMILES	CHO parental Ca	CHO-K1 Ca PAM	CHRM1 agonist	M1 antag	TAAR1 antagonist	M1 PAM	TAAR1 agonist	CHO-K1 Ca antag	M1 ag parental
CCOC(=S)SCc1cn2ccccc2n1	2	25	-10	-7	6	7	9	-6	0.7
Fc1ccc(Nc2ccc3ccccc3n2)c(F)c1	-11	-2	-14	-3	2	-1	-2	-14	-0.6
CCC(C)N(C)C1CCN(C(=S)Nc2cccc(OC)c2)CC1 (stereo unspecified)	8	0	-3	-9	-11	5	1	-5	0.2
O=C(CCNC(=O)c1ccco1)Nc1ccc(C(F)(F)F)cc1	-8	9	-4	-10	10	8	-1	-12	2.6
Cc1nnc(SCC(=O)Nc2sccc2C(N)=O)n1Cc1ccccc1	4	5	-6	-4	8	4	3	-21	-0.1
O=C(Cc1n[nH]c(=O)[nH]c1=O)N/N=C/c1cccc(O)c1	1	-2	-3	-8	-11	3	60*	-1	0.3
O=[N+]([O-])c1ccc(Cl)c(S(=O)(=O)NC2=NCCC2)c1	·	-6	1	-9	0	9	4	8	0.9
Cc1ccc(S(=O)(=O)N2CCN(C(=O)N3CCCCC3)CC2)c(C)c1	·	19	-1	-14	-7	4	1	-8	2.0
COc1ccc(OC)c(NC(=O)COC(=O)Cn2nnc(-c3ccccc3)n2)c1	2	10	-2	0	5	5	1	-19	0.3
Cc1cc([N+](=O)[O-])ccc1NC(=O)CN1CCN(Cc2ccccc2)CC1	-16	2	-4	4	-22	8	1	11	1.3
COC(=O)c1c(-c2ccccc2)csc1NC(=O)c1c(-c2ccccc2)noc1C	-39	11	-5	26	45	-10	0	-4	0.8
CC1CCC2(CC1)NC(=O)N(CC(=O)c1ccc(CNC(=O)C(C)(C)C)s1)C2=O (stereo unspecified)	-17	16	-5	-12	-8	8	-3	-20	0.6
